LDHA block: LDHA (human) enzyme inhibition; purified LDHA, NADH/diaphorase-resazurin fluorescence; hits give low values; activity change, % (values are at about 110 or 230 µM); 0.15% of 480,000 active; in the data active means activity change below about -30%; inconclusive means mostly about -25% to -30%;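 further: plate controls were DMSO wells for no effect and wells without enzyme for full effect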
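LDH5 2 nM; NADH 0.06 mM, pyruvate 0.2 mM; 200 mM Tris pH 7.4, EDTA, Tween-20; 5 min RT. Detection: diaphorase 0.133 mg/mL + resazurin 37 µM, fluorescence ex540/em590 at 0 and 20 min; normalized to enzyme-free and DMSO wells.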
Vif-A3G inh: Vif-A3G binding inhibition. 0.076% of 410,000 active. Potency, µM (titrated, usually from 46.1 µM), without a hit: at the highest dose activity, negative = active, actives largely listed as inhibitors. HeLa A3G-eYFP + Vif (tagged APOBEC3G with the HIV-1 protein that degrades it), YFP fluorescence, overnight. Q9HC16. AID 602310;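 further: potency means the concentration at half of the fitted maximal effect; on the % scale 0 is the no-effect control and ±100 the full control effect; nearly all actives have a fitted effect of over 60% in size; hits raise eYFP signal because A3G escapes Vif-driven loss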
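Read-out is eYFP fluorescence (Ex 488/Em 500-530) from Vif-expressing HeLa A3G-eYFP cells; more signal means A3G escaped Vif-mediated degradation. Cells plated overnight, compound pinned in, incubated overnight at 37 deg C.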
GRP78 ERSR act: induces the endoplasmic reticulum stress response in human glioma cells; U87-MG GRP78 promoter luciferase reporter, 16 h; Potency, µM, inactives show at the top dose activation, most hits filed as activators; 0.02% of 420,000 active; further: potency means the concentration at half of the fitted maximal effect; series mostly up to about 76 µM; % of control where 0% means no effect; nearly all actives have a fitted effect of over 35% in size
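Stably transfected U87-MG human glioma cells carrying a GRP78-based luminescent sensor were seeded at 1000 cells/well, pin-dosed with compounds and incubated 16 h. Luciferase reagent was then added, and end-point luminescence was read after 10 min at room temperature.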
TrxR1 substrate: substrates of rat thioredoxin reductase 1. purified TrxR1 substrate turnover, NADPH consumption readout. Potency, µM (titrated, usually from 114 µM), without a hit: top-dose activity change, negative = substrate turnover. 0.01% of 390,000 active. AID 588456; further: potency means the concentration at half of the fitted maximal effect; on the % scale 0 is the no-effect control and ±100 the full control effect; nearly all actives have a fitted effect of over 50% in size
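Rat TrxR1, dispensed at 90 nM, was prereduced with 400 uM NADPH (final) for 5 min at ~22 deg C, then incubated with compound 15 min before 400 uM selenite. A first-read NADPH fluorescence drop versus no-compound background flagged substrates.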
Vif-APOBEC3F blk: inhibitors of Vif-A3F interaction; 0.2% of 390,000 active; Potency, µM (series often up to 46.1 µM), inactives show at the highest dose activity, negative = active; HeLa A3F-eYFP + Vif (tagged APOBEC3F with the HIV-1 protein that degrades it), YFP fluorescence increase; further: potency means the concentration at half of the fitted maximal effect; % of control where 0% means no effect; nearly all actives have a fitted effect of over 65% in size
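HeLa cells stably expressing A3F-eYFP plus Vif, plated and incubated overnight at 37 deg C, then exposed to compounds overnight at 37 deg C. Blocked degradation read as raised yellow fluorescence (Ex 488/Em 500-530).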
TrxR1 inh: blocks rat thioredoxin reductase 1; 1% of 390,000 active; Potency, µM (highest dose often 114 µM), without a hit: at the highest dose activity change, negative = inhibition, most hits filed as inhibitors; AID 588453; recombinant rTrxR1, NADPH fluorescence consumption, selenite substrate; further: potency means the concentration at half of the fitted maximal effect; on the % scale 0 is the no-effect control and ±100 the full control effect; nearly all actives have a fitted effect of over 65% in size
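Rat TrxR1 (90 nM in the dispensed reagent) was pre-reduced with 400 uM NADPH for 5 min at room temperature, then incubated with compound for 15 min. After 400 uM selenite was added, NADPH fluorescence (Ex 340/Em 450 nm) was followed for 8 min.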
IDH1 R132H inh: inhibitors of human mutant IDH1 R132H. O75874. IDH1-R132H enzyme, NADPH consumption, diaphorase/resazurin fluorescence. Potency, µM (top dose mostly 76.6 µM), for inactives: at the highest dose activity change, negative = inhibition, usual class: inhibitors. 0.093% of 390,000 active. AID 602179; further: potency means the concentration at half of the fitted maximal effect; on the % scale 0 is the no-effect control and ±100 the full control effect; nearly all actives have a fitted effect of over 65% in size
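IDH1-R132H (0.5 ug/mL dispensed) in pH 7.5 Tris buffer was preincubated 30 min with compound, then given a substrate mix of 0.016 mM NADPH and 2 mM alpha-KG for 80 min at room temperature; remaining NADPH was read by diaphorase/resazurin fluorescence.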
USP1 inh: USP1/UAF1 (human) deubiquitinase inhibition | recombinant USP1/UAF1, Ub-Rhodamine cleavage fluorescence | Potency, µM (series often up to 57.1 µM), inactives show at the highest dose activity change, negative = inhibition, most hits filed as inhibitors | 0.23% of 390,000 active | AID 743255; further: potency means the concentration at half of the fitted maximal effect; on the % scale 0 is the no-effect control and ±100 the full control effect; nearly all actives have a fitted effect of over 60% in size; inactives centre near -12
Target sequence (O94782 whole entry, looked up): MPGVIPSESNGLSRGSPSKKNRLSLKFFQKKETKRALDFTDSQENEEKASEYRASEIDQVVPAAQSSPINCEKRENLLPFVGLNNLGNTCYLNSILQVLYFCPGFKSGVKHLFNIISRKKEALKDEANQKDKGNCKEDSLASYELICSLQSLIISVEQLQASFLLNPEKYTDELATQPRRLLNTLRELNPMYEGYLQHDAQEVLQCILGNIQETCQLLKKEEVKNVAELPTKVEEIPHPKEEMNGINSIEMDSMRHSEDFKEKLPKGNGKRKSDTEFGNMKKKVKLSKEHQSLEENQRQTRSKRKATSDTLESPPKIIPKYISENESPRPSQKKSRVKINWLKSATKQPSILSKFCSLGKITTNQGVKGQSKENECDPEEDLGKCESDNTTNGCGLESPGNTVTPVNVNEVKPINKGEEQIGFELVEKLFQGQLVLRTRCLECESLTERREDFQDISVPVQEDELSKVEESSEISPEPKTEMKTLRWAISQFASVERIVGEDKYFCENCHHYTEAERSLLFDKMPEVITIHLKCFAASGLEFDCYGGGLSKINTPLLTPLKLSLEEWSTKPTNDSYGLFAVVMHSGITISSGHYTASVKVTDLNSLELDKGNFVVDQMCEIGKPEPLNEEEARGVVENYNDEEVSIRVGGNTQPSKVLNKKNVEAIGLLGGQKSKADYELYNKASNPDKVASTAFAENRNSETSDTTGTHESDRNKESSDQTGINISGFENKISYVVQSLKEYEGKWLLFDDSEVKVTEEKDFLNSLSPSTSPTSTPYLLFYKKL
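Step one: compound is pinned into 1nM USP1/UAF1 in HEPES pH 7.8 buffer with TCEP. Step two: 15 min room-temperature incubation. Step three: Ub-Rho (150nM final) starts cleavage, tracked by fluorescence over six one-minute reads.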
RGS4 inh: human RGS4 inhibition; P49798; Transcreener GDP fluorescence polarization, RGS4-accelerated GTP hydrolysis; Potency, µM (titrated, usually from 114 µM), for inactives: top-dose activity change, negative = inhibition, most hits filed as inhibitors; 0.039% of 390,000 active; AID 504845; further: potency means the concentration at half of the fitted maximal effect; on the % scale 0 is the no-effect control and ±100 the full control effect; nearly all actives have a fitted effect of over 75% in size; some results filed as inactive show a strong effect at the top dose
Target sequence (P49798 whole entry, looked up): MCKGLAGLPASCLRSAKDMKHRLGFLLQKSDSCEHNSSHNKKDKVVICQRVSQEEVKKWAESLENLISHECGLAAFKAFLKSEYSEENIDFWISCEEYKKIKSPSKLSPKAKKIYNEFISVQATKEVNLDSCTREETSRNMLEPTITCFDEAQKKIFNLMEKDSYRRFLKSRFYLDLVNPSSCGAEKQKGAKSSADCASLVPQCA
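MLSMR compounds (23 nl, pin-transferred) preincubated 10 min at room temperature with a 500nM (2x) first reagent, then RGS4 at 900nM (2x) plus Transcreener GDP mix added; fluorescence polarization (620/688 nm) read before and after 90 min at 30 °C.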
Numbers without * were called inactive; ? = inconclusive; nt = not tested or not shown; & = joins results of further samples; [ ] = another dose, or the depositor's remark. Unless noted, the call rests on the fitted dose curve; in most records, active means well fitted curve in the direction sought with a large enough effect; inconclusive means small, poorly fitted or top-dose-only effect, or another doubt; inactive means no such curve, though single readings can be large; an effect the other way counts as inactive or inconclusive. Not all compounds are listed; the hit share may differ from the screen's.

cpd	SMILES	LDHA block	Vif-A3G inh	GRP78 ERSR act	TrxR1 substrate	Vif-APOBEC3F blk	TrxR1 inh	IDH1 R132H inh	USP1 inh	RGS4 inh
1	CSc1sc(C(=O)N(C)C)c2c1S(=O)(=O)N(C)c1ccccc1-2	-3	0%	-3%	-11%	11%	-1%[57.1 µM]	3%	0%	-2%
2	O=C1NCC(COc2ccc([N+](=O)[O-])cc2)O1 (stereo unspecified)	-3	1%	10%	3%	-1%	24%	-2%	-17%	13%
3	CN(C)S(=O)(=O)c1cccc(COC(=O)CCNC(=O)c2ccc([N+](=O)[O-])cc2)c1	2	0%	-3%	8%	-13%	14%	13%	-9%	2%
4	CC(=O)Nc1ccc(OCC(O)Cn2nc(C)nc2C)cc1 (stereo unspecified)	0	1%	0%	13%[57.1 µM]	0%	13%	10%	-5%	11%
5	c1ccc(C[n+]2c(-c3ccccc3)csc2Nc2ccccc2)cc1	1	-6%	5%	-10%	2%	-9%	3%	-24%	-7%
6	CCCCN(C(=O)CNC(=O)c1cccs1)C(C(=O)NC1CCCCC1)c1cccnc1 (stereo unspecified)	1	4%	-4%	-11%	-5%	-14%	2%	-2%	-30%
7	CCCS(=O)(=O)N1CCC(C(=O)NCCCOCC)CC1	-7	1%	-3%	-6%	0%	2%	0%	-5%	24%
8	CCOC(=O)C1=C(C)N=C2SCCC(=O)N2C1c1ccc(OCc2ccccc2)c(OC)c1 (stereo unspecified)	-1	-11%	-4%	-3%	4%	11%	13%	-15%	-3%
9	CCCCC[C@@H]1C=C(C(=O)O)[C@H](c2ccc(OC)c(OC)c2)N1S(=O)(=O)c1ccc(C)cc1	-3	-4%	-1%	-2%	2%	3%	0%[38.3 µM]	-14%	18%
10	O=C(Oc1ccc2ccc(=O)oc2c1)c1ccco1	-1	-1%	-2%	32%	-8%	?	-11%	-10%	41%
11	Cc1ccc2cc3cc(C(=O)NCCC(C)C)oc3nc2c1	-10	0%	-3%	128%[activator]	-28%	-14%	-1%	-10%	7%
12	CCOc1ccccc1C(c1c(O)nc(SC)[nH]c1=O)c1c(O)nc(SC)[nH]c1=O	-2	1%	0%	1%	-10%	?	4%	-10%	-26%
13	O=C1CCCc2c1[nH]c1ccccc21	-1	-6%	-3%	4%	1%	-1%	-9%	-19%	6%
14	Cc1cc(=O)n2[nH]c(Nc3cccc(Cl)c3)nc2n1	0	2%	-1%	16%	12%	33%	18%	-20%	7%
15	CCOc1ccc(NC(=O)N2CC(C)OC(C)C2)cc1 (stereo unspecified)	-1	-4%	-5%	0%	-1%	12%	-1%	-17%	-3%
16	Cc1ccc(-n2c(C)nc3c(cnn3-c3ccc(F)cc3)c2=O)cc1C	-3	0%	-5%	-6%	2%	-5%	-1%	-7%	8%
17	CCOC(=O)N1CCC2CC1c1cc(-c3cccc(OC)c3)ccc12 (stereo unspecified)	2	0%	-2%	0%	-13%	15%	-1%	-20%	2%
18	O=C(c1ccc(Cl)cc1)N1CCCC(c2ccccc2)=N1	2	2%	-2%	-7%[57.1 µM]	1%	24%	5%	-11%	-12%
19	CCOC(=O)N1CC=C2C(C#N)=C(N)C(C#N)(C#N)[C@H](c3ccc(OCC)c(OCC)c3)[C@H]2C1	-1	1%	-1%	11%	-5%	3%	-9%	-16%	-4%
20	O=C1c2cc([N+](=O)[O-])ccc2-c2cc(Cl)c(NC(=O)C(F)(F)F)cc21	1	1%	0%	-2%[11.4 µM]	6%	-7%[11.4 µM]	2%	-7%	-5%
21	COC(=O)c1c(C)oc(C)c1S(=O)(=O)N1CCOCC1	-8	2%	-6%	2%	-9%	-17%	-14%	-12%	-11%
22	O=C(NC1CCCCCC1)c1ccc(CN2CCOCC2)cc1	-9	2%	-5%	-8%	-16%	-4%	2%	10%	-3%
23	CCOC(=O)Cn1c2ccccc2c2nc(C)sc21	-3	1%	5%	1%	-7%	21%[57.1 µM]	0%	-14%	-6%
24	Cc1c(N(C)S(=O)(=O)c2cc(C(=O)NCC3CCCO3)ccc2Cl)c(=O)n(-c2ccccc2)n1C (stereo unspecified)	-3	-1%	-3%	4%[57.1 µM]	6%	4%[57.1 µM]	-6%	-3%	9%
25	O=C(NC1CCCc2c1cnn2-c1ccccc1F)c1ccccc1N1CCOCC1 (stereo unspecified)	3	-8%	1%	9%	0%	20%	0%	-18%	-33%
26	CCOc1ccccc1Oc1coc2cc(OCC(=O)O)ccc2c1=O	-3&-5	0%	-1%	-7%[57.1 µM]	-1%	-5%[57.1 µM]	-9%	-20%	11%
27	COc1ccc(S(=O)(=O)N2CCCCCC2)cc1N	-7	1%	-3%	4%[57.1 µM]	1%	30%[57.1 µM]	9%	-14%	-5%
28	COc1cc(/C=N/NC(=O)c2cccc(NC(=O)c3ccccc3Cl)c2)ccc1O	-3	-8%	3%	-4%	4%	-9%	-3%	-2%	0%[11.4 µM]
29	CC(=O)NC1C(Oc2ccc(C=O)cc2)OC(COC(C)=O)C(OC(C)=O)C1OC(C)=O (stereo unspecified)	-3	1%	-2%	14%	0%	28%	-1%	-15%	-7%
30	CCn1c(SCC(=O)NC2CC2)nnc1-c1csc(C)c1	-8	-5%	-1%	1%	3%	13%	-9%	0%	16%
31	Nc1cc(C(=O)OCC(=O)NCCNC(=O)COC(=O)c2ccc(Cl)c(N)c2)ccc1Cl	-3	3%	-4%	0%	12%	6%	0%	-14%	1%
32	Cn1c(CCNC(=O)C2CCCCC2)nc2cc(NC(=O)c3cccs3)ccc21	-7	-5%	-3%	1%[57.1 µM]	-11%	8%[57.1 µM]	1%	-4%	-25%
33	Cc1cc(C)cc(NC(=S)N(C)C)c1	-5	-3%	-2%	7%[57.1 µM]	6%	12%	4%	?	-18%
34	Clc1ccc(-n2cccc2/C=N/n2cnnc2)cc1	2	-1%	-6%	-6%	-2%	-16%	10%	-17%	12%
35	O=C(CCS(=O)(=O)c1ccc(Br)s1)Nc1cc(C(F)(F)F)cc(C(F)(F)F)c1	-3	-1%	-10%	-14%	1%	4%	0%	-11%	0%
36	O=C(O)/C=C\C(=O)Nc1ccc(N2CCN(c3cccc(Cl)c3)CC2)cc1	9	-1%	-2%	5%	13%	-3%[57.1 µM]	1%	-22%	?
37	Cc1cc(C(=O)NCC2COc3ccccc3O2)c2ccccc2n1 (stereo unspecified)	2	-3%	-4%	6%[57.1 µM]	12%	14%[57.1 µM]	2%	-19%	0%
38	CCOc1ccc(-n2c(Cc3cc(=O)[nH]c(=O)[nH]3)nnc2SC(C)C)cc1	-1	-1%	1%	-14%	4%	-28%	-3%	-6%	8%
39	CC(=O)N(Cc1c(C)nn(-c2ccccc2)c1Cl)c1ccc(Cl)cc1	0	0%	-5%	-12%	nt	-7%	2%	-5%	38%
40	CCOc1ccccc1CN1CCN(Cc2csc(C(C)=O)c2)CC1CCO (stereo unspecified)	3	-2%	-5%	13%[11.4 µM]	4%	-22%[57.1 µM]	2%	?	-6%
41	COc1cc(/C=C/c2ccc3cccc(OC)c3n2)c(O)c([N+](=O)[O-])c1	-5	-13%	0%	-7%	2%	7%	-2%	-13%	2%
42	COc1ccc(NS(=O)(=O)c2cn(C)cn2)cc1	-5	1%	-2%	5%	9%	-5%[57.1 µM]	2%	-17%	0%
43	CCN(CC)S(=O)(=O)c1cc(C(=O)N2CCc3ccccc32)ccc1Cl	-5	1%	-3%	3%	-1%	17%	4%	1%	5%
44	CNC(=S)NN=C(C)CCCC(C)=NNC(=S)NC	0	0%	3%	6%[57.1 µM]	-9%	-21%[11.4 µM]	1%	2%	-29%
45	CC(C)c1ccc(NC(=O)CCN2C(=O)[C@@H]3Cc4ccccc4CN3C2=O)cc1	-7	1%	-2%	4%	1%	20%	2%	-13%	12%
46	COc1ccccc1C(=O)NNC(=O)c1ccccc1[N+](=O)[O-]	-11	-6%	-1%	5%	-2%	16%	-4%	-8%	23%
47	CC(C)CNC(=O)CCCc1ccccc1	-7	0%	-4%	-6%[57.1 µM]	0%	11%[57.1 µM]	0%	-14%	-9%
48	CCN(CC(=O)Nc1ccc2c(c1)OCCO2)Cc1cc(=O)oc2cc(C)c(C)cc12	6&0	0%	-2%	1%	0%	6%	2%	-1%	-17%
49	COc1cc(-c2cc(C(=O)N(C)Cc3ccccc3)c3ccccc3n2)cc(OC)c1OC	-1	-11%	-10%	35%	7%	49%	-13%	-11%	-6%
50	COc1ccc(C2(O)CC3CCC(C2)N3c2nc(C)cc(C)c2C#N)cc1 (stereo unspecified)	1	-14%	-6%	60%[activator]	0%	20%	11%	-22%	-23%
51	CCOc1ccc(CNC(=O)c2ccc(Sc3ccc(C)cc3)c(N)c2)cc1OC	-5	9%	-2%	5%[57.1 µM]	4%	3%[57.1 µM]	-5%	-11%	18%

3 entries from above, arranged by their value in RGS4 inh, falling:
nr | Structure | Vif-A3G inh | TrxR1 substrate | Vif-APOBEC3F blk | TrxR1 inh | IDH1 R132H inh | USP1 inh | RGS4 inh
34 | Clc1ccc(-n2cccc2/C=N/n2cnnc2)cc1 | -1% | -6% | -2% | -16% | 10% | -17% | 12%
22 | O=C(NC1CCCCCC1)c1ccc(CN2CCOCC2)cc1 | 2% | -8% | -16% | -4% | 2% | 10% | -3%
25 | O=C(NC1CCCc2c1cnn2-c1ccccc1F)c1ccccc1N1CCOCC1 (stereo unspecified) | -8% | 9% | 0% | 20% | 0% | -18% | -33%
